Keap1 Nrf2 FP – inhibitors of human Keap1-Nrf2 protein-protein interaction; Q14145; Keap1 Kelch-Nrf2 peptide fluorescence polarization, 1536-well; inhibition, % at 9.4 µM; hit rate 0.15% among 340,000; in the data active = inhibition above about 12%;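 also: human Keap1 Kelch domain with fluorescein labeled Nrf2 9mer peptide probe; 0% = neutral control wells and 100% = peptide positive control; higher means more block of Keap1 binding to Nrf2 peptide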
Target sequence (Q14145 whole entry, looked up, the tested form may be a part): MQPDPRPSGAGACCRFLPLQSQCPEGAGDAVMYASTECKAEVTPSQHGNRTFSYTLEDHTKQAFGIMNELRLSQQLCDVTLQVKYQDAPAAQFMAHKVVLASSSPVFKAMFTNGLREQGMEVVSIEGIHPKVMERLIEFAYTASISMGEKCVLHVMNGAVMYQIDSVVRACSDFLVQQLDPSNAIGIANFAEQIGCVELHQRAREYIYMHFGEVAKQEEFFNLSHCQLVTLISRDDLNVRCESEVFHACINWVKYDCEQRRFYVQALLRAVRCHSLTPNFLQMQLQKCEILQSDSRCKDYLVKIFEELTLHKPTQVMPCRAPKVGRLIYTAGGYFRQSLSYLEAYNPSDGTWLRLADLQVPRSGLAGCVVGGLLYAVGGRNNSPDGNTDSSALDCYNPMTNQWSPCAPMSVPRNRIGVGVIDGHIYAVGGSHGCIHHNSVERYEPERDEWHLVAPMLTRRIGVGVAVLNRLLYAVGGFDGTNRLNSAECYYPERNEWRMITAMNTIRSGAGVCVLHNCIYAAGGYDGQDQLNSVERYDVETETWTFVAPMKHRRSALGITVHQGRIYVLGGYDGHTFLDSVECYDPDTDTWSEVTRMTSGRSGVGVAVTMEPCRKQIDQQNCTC
PKA-R2B act – activators of human PKA-R2B complex; P22694+P31323; PKA-R2B holoenzyme dissociation, Cy5-IP20 fluorescence polarization; R2B truncated from residue 108, S112A mutant; 0% DMSO only, 100% 113 µM cGMP; activation, % at 11.4 µM; hit rate 0.079% among 340,000;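 active = activation above a cutoff set at the mean over all compounds plus 3 SD, cut at about 18% in these data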;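 also: higher means more holoenzyme dissociation and a rise in polarization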
Target sequence (P31323 whole entry, looked up, other chains not shown, the tested form may be a part): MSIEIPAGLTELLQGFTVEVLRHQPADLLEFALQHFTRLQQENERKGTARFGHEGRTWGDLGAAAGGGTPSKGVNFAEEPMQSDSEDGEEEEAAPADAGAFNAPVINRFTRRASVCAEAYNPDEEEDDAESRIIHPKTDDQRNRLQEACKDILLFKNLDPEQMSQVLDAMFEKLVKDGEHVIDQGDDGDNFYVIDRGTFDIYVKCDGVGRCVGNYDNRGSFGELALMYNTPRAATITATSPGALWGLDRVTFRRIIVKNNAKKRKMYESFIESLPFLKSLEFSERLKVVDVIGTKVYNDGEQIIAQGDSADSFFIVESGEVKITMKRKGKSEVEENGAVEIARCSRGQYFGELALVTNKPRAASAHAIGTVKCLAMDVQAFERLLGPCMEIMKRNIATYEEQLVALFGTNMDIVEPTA
Arrestin-AP2 inh – blocks beta-arrestin peptide binding to AP2 adaptin | FITC-arrestin peptide / GST-AP2 beads, flow cytometry; AP2 beta2 appendage carries R879A mutation | hit rate 0.31% among 340,000 | AID 504490 | inhibition, % at 10 µM;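 active = inhibition above a set limit, near 3 SD of compounds lacking own fluorescence, cut at about 54% in these data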;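 also: plate controls were DMSO wells for no effect and 5 µM unlabelled arrestin peptide for full effect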
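Material – GST-tagged AP2 beta2-adaptin appendage (R879A) on 4 µm glutathione beads · Probe or stimulus – fluorescein-tagged arrestin peptide at 50 nM final · Timing – 12 min plus 1 h, RT · Detection – bead flow cytometry, FITC channel · Read-out basis – inhibition as reduced fluorescein signal on beads, percent · Medium – PBS plus Tween 20 (0.05%) and BSA (0.1%)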
SR-BI DiI inh – blocks mouse SR-BI lipid uptake from DiI-HDL; hit rate 0.96% among 320,000; AID 488896; Q61009; ldlA[mSR-BI] CHO cells, DiI-HDL uptake fluorescence, 3 h; inhibition, % at 12.5 µM;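 active = mean replicate inhibition of at least 70% and a set share of replicates each scoring 70 or more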;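 also: 0% = median of neutral control wells and 100% = median of positive control wells; values of inactives mirror those of a sister screen read the other way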
NSD2 inh – inhibitors of human histone methyltransferase NSD2; inhibition, % at 12.5 µM; NSD2 peptide methylation, AlphaScreen, 120 min; O96028; hit rate 0.54% among 310,000; in the data active = inhibition above about 50%
PvdQ acylase – blocks Pseudomonas aeruginosa PvdQ acylase activity; purified PvdQ acylase, fluorescence plate reader; inhibition, % at 10 µM; hit rate 0.063% among 340,000; AID 488965; in the data active = inhibition above about 30%, passing the limit was not always enough;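 also: 0% = vehicle neutral wells and 100% = reference inhibitor wells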
DAGLB inhibitor – diacylglycerol lipase beta (human) inhibition; inhibition, % at 5.17 µM; HEK293T DAGLB membrane lysate, EnzChek fluorogenic substrate; hit rate 0.059% among 340,000; Q8NCG7; in the data active = inhibition above about 34%;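 also: 0% = enzyme with vehicle and 100% = wells lacking enzyme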
RTF Ca sens inh – cardiac RTF calcium desensitization; P19429+P45379; inhibition, % at 7.15 µM; hit rate 0.12% among 340,000; IANBD-labeled cardiac RTF, Ca2+ fluorescence;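 active = inhibition above the mean inhibition of all tested compounds plus 3 SD, cut at about 17% in these data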;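 also: assay run at fixed EC70 calcium of 1.6 mM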
SR-BI uptake up – enhances SR-BI lipid uptake from DiI-HDL; CHO ldlA[mSR-BI] cells, DiI-HDL uptake fluorescence, 3 h; 100 = double the neutral-control signal; activation, % at 12.5 µM; hit rate 0.096% among 320,000;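 active = mean replicate activation of at least 60% and every replicate at or above 60%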;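 also: 0% = median plate neutral-control signal and 100% = twice that signal; values of inactives mirror those of a sister screen read the other way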
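system = CHO ldlA[mSR-BI] cells, LDL receptor-null, SR-BI overexpressing | medium = Ham's F12 with 0.5% BSA, HEPES 25 mM, pH 7.4 | probe or stimulus = DiI-HDL 10 µg/mL | compound dosing = single-point compound dose | incubation = compound exposure 3 h, 37 °C | technique = DiI fluorescence, bottom read | read-out = cell-associated DiI fluorescence as measure of HDL uptake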
LANA DNA inh – inhibitors of KSHV LANA C-terminal domain DNA binding | MBP-C-LANA/FAM-LBS DNA binding, fluorescence polarization | inhibition, % at 9 µM | hit rate 0.078% among 340,000 | AID 504423;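 active = highest replicate inhibition at or above 60% at 9 µM, even if other replicates fall short; inactive = all replicates below 60% inhibition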;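 also: 0% = neutral control wells and 100% = 4 µM acridine orange control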
Numbers without * were called inactive; . = not tested or not shown.

SMILES	Keap1 Nrf2 FP	PKA-R2B act	Arrestin-AP2 inh	SR-BI DiI inh	NSD2 inh	PvdQ acylase	DAGLB inhibitor	RTF Ca sens inh	SR-BI uptake up	LANA DNA inh
CN1CCC(NC(=O)CCc2ccccc2)CC1	-1	7	-11	-6	0	-16	-2	-4	6	-0.8
CN(CC(=O)Nc1cccc(F)c1)C(=O)CCNC(=O)c1ccco1	0	-10	-2	-30	27	-10	1	-20	30	1.3
Cc1nc2ncnn2c(C)c1Cc1ccc(Cl)cc1F	4	-1	17	-9	.	4	-3	-2	11	0.1
O=C(Cc1cccc(NC(=O)C2CCCN(C(=O)C3CC3)C2)c1)Nc1cccc(C(=O)N2CCCC2)c1 (configuration not stated)	-2	-13	21	26	.	6	-2	-11	-26	0.5
O=S(=O)(NCCn1cccc1)c1ccc2ccccc2c1	-2	-1	-1	-3	-2	-12	-4	-7	3	0.1
c1ccc(-c2noc(CN3CCCC(OCc4ccccn4)C3)n2)cc1 (configuration not stated)	-3	1	-2	.	-2	-10	1	-3	.	-0.7
COc1ccccc1CNC(=O)CNC(=O)[C@@H]1Cc2ccccc2CN1	1	-11	-3	3	-1	-18	0	9	-3	0.4
CCCCN(C(=O)C1=CC=CN2CCS(=O)(=O)N=C12)c1ccccc1	-1	-2	7	-22	37	14	-3	-4	22	-0.9
CC1=CC(=O)O[C@@H]1[C@@]1(C)C[C@H]2OC(=O)C[C@H]3[C@@H](C)C(=O)C(O)=C1[C@@]23CO	-2	12	-1	-4	.	-12	-3	-2	4	0.3
O=C(N/N=C/c1ccc(N2CCOCC2)c([N+](=O)[O-])c1)c1ccc(F)cc1	-2	-6	-3	15	0	-3	5	3	-15	-1.2
CCN1CCN(C(=O)CS(=O)(=O)Cc2nc(-c3cccc(OC)c3)oc2C)CC1	-3	-9	6	3	1	-5	0	0	-3	-0.9
CC(NC(=O)C(C)N1C(=O)C2C3CC(C(Br)C3Br)C2C1=O)c1ccccc1 (configuration not stated)	3	-5	17	-24	-3	6	-2	10	24	2.0
CC(=O)N(C)c1nnc(-c2ccccn2)s1	-1	-9	-1	-9	-5	-8	-1	-8	9	0.5
CNc1ccccc1C(=O)OCC(=O)c1ccccc1	-8	0	4	5	.	-8	-6	0	-5	1.5
COc1ccc(CCNC(=O)COc2ccc(S(=O)(=O)N3CCOCC3)cc2)cc1	-4	7	23	-6	-2	18	2	0	6	-1.0
CCN(CC)C(=O)c1[nH]cnc1C(=O)Nc1ccc(OC)cc1	2	4	16	-31	.	15	0	-14	31	3.1
O=C(NCC1COc2ccccc2O1)c1ccc(-n2cncn2)c([N+](=O)[O-])c1 (configuration not stated)	.	-1	29	2	0	-3	-1	-3	-2	.
CC1(C)CC(=O)C(N=Nc2cccc(S(=O)(=O)N3CCOCC3)c2)=C(O)C1	-5	2	8	.	.	2	-1	-11	.	1.3
CC(C)c1ccc(/C=N/NC(=O)c2nnn(-c3nonc3N)c2CN(C)C2CCCCC2)cc1	-6	1	10	11	-1	-24	1	2	-11	-1.4
CCC1(C)Cc2c(C#N)c(N)n(-c3ccccc3)c(=O)c2CO1 (configuration not stated)	-8	-1	22	-30	2	-2	-2	-5	30	0.0
O=C(OCc1csc(-c2ccccc2)n1)c1cccs1	-1	5	-4	-19	0	4	-8	5	19	-3.3
COc1cc(-c2n[nH]c(=S)n2-c2cccc(C(F)(F)F)c2)cc(OC)c1OC	-1	7	6	-21	0	4	-1	1	21	0.6
Cc1sc2ncnc(NCC(c3ccco3)N(C)C)c2c1C (configuration not stated)	1	-2	7	2	-5	-6	-1	6	-2	-2.6
Cc1cnc(C(=O)OCC(=O)c2csc(N3CCCCC3)n2)cn1	0	-5	-3	1	-1	2	1	4	-1	0.9
COc1ccc(-c2nc(CN3CCC(c4ccccc4)CC3)c(C)o2)cc1OC	0	10	7	18	0	-6	-2	-7	-18	-1.2
CCc1ccc(C(=O)N2CCN(c3ccc(NC(=O)c4ccco4)cc3)CC2)cc1	6	-4	-5	-5	0	-9	3	-3	5	1.2
O=C(Nc1cccc2c1CCCC2)c1ccc(F)cc1	3	-4	-16	.	-2	-14	-3	-6	.	2.4
O=C1CCCC2=C1C1(O)C(=O)c3ccccc3C1(O)O2 (configuration not stated)	-11	-3	19	8	.	1	0	-6	-8	-0.9
COc1ccc(N(CC(=O)NC2CCCC2)C(=O)Cn2nnc(-c3ccc(F)cc3)n2)cc1OC	0	4	6	52	1	1	-2	-1	-52	-1.3
O=c1cc(N=Nc2ccc(Cl)cc2)[nH]c(=O)[nH]1	-8	5	5	.	20	-5	2	-6	.	3.7
Cc1c(C)[n+](=O)c2c(n1[O-])C(Br)CCC2Br (configuration not stated)	-2	2	6	-10	-1	6	0	1	10	-2.5
O=C(NC1CCCCC1)c1cccc(COCC(F)(F)F)c1	0	0	-1	5	-5	-6	1	-14	-5	-0.9
CCCCN(C(=O)C1CCC1)c1c(N)n(CCC)c(=O)[nH]c1=O	4	-15	-1	-17	-2	-3	-1	-5	17	1.7
CS(=O)(=O)Oc1ccc2c(c1)O/C(=C\c1cccnc1)C2=O	1	-9	-4	-24	-1	-18	-2	-3	24	-2.0
CC(C)CN1CCN=C1Nc1ccccc1	-6	4	1	-12	.	-9	3	-1	12	-2.0
O=c1nc(N2CCCCCC2)nc(N2CCCCCC2)[nH]1	-5	0	1	-22	-1	0	1	-1	22	0.6
CNC(=O)c1cc(S(=O)(=O)Nc2ccc(C)cc2C)ccc1C	3	-1	-7	-26	1	-3	0	-8	26	0.2
COc1cccc(C(NC(=O)c2ccccc2F)NC(=O)c2ccccc2F)c1	-1	-7	17	-15	.	-2	0	-3	15	0.0
COc1ccc(NC(=O)CCCn2c(=O)c3sccc3n(Cc3ccccc3C)c2=O)cc1	-3	-15	-10	1	-1	-8	0	-4	-1	1.8
CCOC(=O)c1c(C)c(C(=O)NCCc2ccc(S(N)(=O)=O)cc2)c(C)n1CC	2	14	-1	0	0	-4	4	0	0	-1.3
CCOC(=O)c1c(C)c(/C=N/Nc2ccccc2)n(C)c1C	-5	4	-13	42	2	-11	1	-7	-42	0.9
CC(=O)c1ccc(NC(=O)COC(=O)CCc2ccc(S(=O)(=O)N3CCOCC3)cc2)cc1	-1	-1	18	-24	.	9	1	3	24	-2.7
COC(=O)c1scc(C)c1NC(=O)c1ccccc1F	1	9	-3	-3	-2	-8	-2	-5	3	0.0
N#CC1=C(N)N(c2ccccc2)C(c2cccc([N+](=O)[O-])c2)C1(C#N)C#N (configuration not stated)	-2	3	0	40	.	10	4	0	-40	0.5
COc1ccc(CCNC(=O)c2ccco2)cc1	-7	-3	1	-11	0	-9	-1	2	11	-2.3
CCC(=O)NCCc1nc(-c2ccccc2)no1	1	-3	2	-6	.	-10	-2	-7	6	-0.5
CC(=O)N/C(=C/c1ccccc1)C(=O)N1CCCCC1	-2	-10	6	-5	-2	-4	-1	-8	5	0.4
O=C(CSc1nc2c(sc3ccccc32)c(=O)n1CCc1ccccc1)NCc1ccco1	-2	3	27	-1	1	0	-2	3	1	0.3
COCCN1CN(S(=O)(=O)c2ccc(Cl)cc2)c2nc3ccccc3nc21	-3	4	-10	-9	8	-14	-2	-19	9	-1.9
O=C1C=C(Nc2ccccc2)C(=O)c2ccccc21	2	-6	1	-6	.	-2	26	4	6	1.7
Cc1ccc(C)n1-c1ccc(C(=O)/C=C/N(C)C)cc1	-9	6	19	23	2	8	4	-6	-23	-1.9
Cc1ccc(C(O)c2cccnc2)o1 (configuration not stated)	4	-1	-5	-7	2	-7	4	7	7	-0.1
C=CCNC(=O)C12CC3CC(C1)CC(C(=O)NCC=C)(C3)C2	-1	-3	12	-7	-2	0	2	-6	7	0.1
N#Cc1ccc(NC(=O)CSc2n[nH]c(=O)n2C2CC2)cc1	1	8	-4	0	-7	-14	-1	0	0	-2.4
O=C(O)c1ccc(-c2nc(-c3ccc(Cl)cc3)cs2)cc1	-2	5	-4	-13	-1	4	0	-18	13	-0.2
COc1ccc(OC)c(S(=O)(=O)Nc2cccnc2)c1	-5	-4	-11	-15	25	14	2	2	15	-0.9
COC(=O)C(NC(=O)c1ccco1)(Nc1nc(C)cs1)C(F)(F)F (configuration not stated)	4	-1	-4	-32	0	-9	-2	1	32	0.6
COc1ccc(N2CCN(C3CC(=O)N(Cc4ccc(N5CCCC5=O)cc4)C3=O)CC2)cc1 (configuration not stated)	3	-6	2	-4	0	-11	-2	-6	4	-1.9
Cc1ccc(NC(=O)CN(C)C(=O)c2nn(C)c(=O)c3ccccc23)cc1	-3	-7	6	16	6	-7	2	5	-16	37
COc1ccc(/C=N/NC(=O)C[n+]2ccccc2)c(OC)c1OC	-5	-5	-8	-26	-1	-7	-1	3	26	-2.1

Entries above that have two or more sulfur atoms, in the order listed:
SMILES	Keap1 Nrf2 FP	PKA-R2B act	Arrestin-AP2 inh	SR-BI DiI inh	NSD2 inh	PvdQ acylase	DAGLB inhibitor	RTF Ca sens inh	SR-BI uptake up	LANA DNA inh
O=C(OCc1csc(-c2ccccc2)n1)c1cccs1	-1	5	-4	-19	0	4	-8	5	19	-3.3
O=C(CSc1nc2c(sc3ccccc32)c(=O)n1CCc1ccccc1)NCc1ccco1	-2	3	27	-1	1	0	-2	3	1	0.3

The listing continues:
SMILES	Keap1 Nrf2 FP	PKA-R2B act	Arrestin-AP2 inh	SR-BI DiI inh	NSD2 inh	PvdQ acylase	DAGLB inhibitor	RTF Ca sens inh	SR-BI uptake up	LANA DNA inh
CCOc1ccc(CNc2ccc3c(c2)nc(C)n3C)cc1	-7	-1	5	-17	6	-7	2	-1	17	0.5
CCOc1ccc(C(=O)NC(=S)Nc2ccc(N3CCOCC3)c(Cl)c2)cc1[N+](=O)[O-]	7	-6	0	43	-2	3	-7	0	-43	1.4
CCNC(=S)N1CCN(CCNC2=CC(=O)CC(C)(C)C2)CC1	-1	15	-2	-3	-2	-12	0	-23	3	0.2
O=C1NC(c2ccc(Cl)cc2)=COc2ccccc21	0	-1	2	-19	-2	-10	-2	5	19	-1.1
CC1CCCN(S(=O)(=O)c2ccc(Cl)s2)C1 (configuration not stated)	-2	-4	-1	.	-5	-15	-4	-23	.	-1.2
CC(C)CCNC(=O)C1CCN(c2nnc(-n3cccc3)s2)CC1	-2	-1	-8	-3	.	-7	-3	-8	3	0.3
CC(=O)/C=C\c1ccccc1OC(=O)c1cc2ccccc2oc1=O	-2	-7	-15	27	2	-10	4	-2	-27	-0.6
